TDP1 cell CPT – DT40-hTDP1 cell growth loss with CPT; AID 686979; Potency, µM (top dose mostly 46.2 µM), without a hit: at the top dose activity change, negative = growth inhibition, actives largely listed as inhibitors; chicken DT40 Tdp1-/-;hTDP1 cells + 20 nM CPT, ATP luminescence, 48 h; actives 12% (n = 420,000); also: nearly all actives have a fitted effect of over 55% in size
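Cell growth measured by CellTiter-Glo luminescence after a minimum 48 h, 37 C compound exposure with 20 nM CPT in Tdp1-knockout DT40 cells stably expressing hTDP1, seeded 400/well; qHTS titration format.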
DT40 TDP1 no CPT – qHTS for Inhibitors of human tyrosyl-DNA phosphodiesterase 1 (TDP1): qHTS in cells in absence of CPT; DT40 Tdp1-/- hTDP1 cells, no CPT, ATP luminescence, 48 h; Potency, µM (doses to about 46.2 µM), inactives show at the highest dose activity change, negative = growth inhibition, hits mostly inhibitors; actives 15% (n = 420,000); also: nearly all actives have a fitted effect of over 55% in size
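Stably hTDP1-transfected Tdp1-null chicken DT40 cells were treated with library compounds minus camptothecin and grown for at least 48 hr at 37 °C, after which cellular ATP was quantified by luminescence.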
GCN5L2 inh – blocks human GCN5L2 histone acetyltransferase; Q92830; GCN5L2 HAT assay, ThioGlo1 CoA-SH fluorescence; Potency, µM (titrated, usually from 58.9 µM), for the others: top-dose activity change, negative = inhibition, hits mostly inhibitors; actives 0.21% (n = 390,000); AID 504327
Target sequence (Q92830 whole entry, looked up): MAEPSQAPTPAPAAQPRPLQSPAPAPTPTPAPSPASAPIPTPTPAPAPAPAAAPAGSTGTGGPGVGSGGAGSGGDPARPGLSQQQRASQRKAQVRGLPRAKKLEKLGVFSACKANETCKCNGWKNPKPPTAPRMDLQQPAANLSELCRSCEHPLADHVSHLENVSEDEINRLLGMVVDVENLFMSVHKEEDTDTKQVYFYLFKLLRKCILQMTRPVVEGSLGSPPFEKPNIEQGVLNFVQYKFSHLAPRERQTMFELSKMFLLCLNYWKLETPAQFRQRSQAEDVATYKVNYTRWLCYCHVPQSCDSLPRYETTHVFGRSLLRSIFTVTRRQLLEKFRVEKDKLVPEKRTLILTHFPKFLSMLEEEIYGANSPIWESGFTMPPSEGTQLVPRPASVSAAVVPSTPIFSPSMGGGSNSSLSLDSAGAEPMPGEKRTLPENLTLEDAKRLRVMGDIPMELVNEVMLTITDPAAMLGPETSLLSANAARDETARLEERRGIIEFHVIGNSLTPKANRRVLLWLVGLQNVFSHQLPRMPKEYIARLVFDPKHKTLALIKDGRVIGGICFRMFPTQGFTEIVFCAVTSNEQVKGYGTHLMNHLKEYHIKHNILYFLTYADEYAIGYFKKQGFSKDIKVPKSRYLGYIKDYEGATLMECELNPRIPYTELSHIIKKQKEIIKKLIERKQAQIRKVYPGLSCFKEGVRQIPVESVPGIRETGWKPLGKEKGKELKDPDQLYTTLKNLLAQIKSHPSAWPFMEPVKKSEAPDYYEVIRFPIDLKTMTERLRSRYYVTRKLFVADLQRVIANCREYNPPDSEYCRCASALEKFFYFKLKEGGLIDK
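Compounds, pin-transferred from DMSO stocks, meet 20nM GCN5L2 for 15 min before the reaction begins with H3(1-25) peptide (75uM) and acetyl-CoA (70uM). Thiol-reactive ThioGlo1 reports CoA release over 20 min at room temperature.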
* = called active by the depositor; ? = inconclusive; . = no result given; ! = repeats disagree; [ ] = another dose, or the depositor's remark. Calls follow the shape of the dose curve; as a rule, active = well fitted curve in the direction sought with a large enough effect; inconclusive = small, poorly fitted or top-dose-only effect, or another doubt; inactive = no such curve, though single readings can be large; an effect the other way counts as inactive or inconclusive. % is scaled to controls: 0 for no effect and ±100 for the full control effect; potency is read from the fitted curve at half-maximal effect. The list is partial. The share of hits here may be higher or lower than overall.

The line under a structure holds: DT40 TDP1 no CPT | TDP1 cell CPT | GCN5L2 inh
CC(=O)c1ccc(-c2ccc(C(=O)NCC3CCCO3)o2)cc1 (centres undefined)
    -28% | 2% | -7%
Cc1ccc(C)c(NC(=O)CSc2nnc3[nH]c(=O)cc(-c4ccccc4)n23)c1
    4% | -22% | 9%
Nc1ccc2nc(N3CCOCC3)sc2c1
    -8% | -27% | -7%
COCCCn1c2nc3ccccc3nc2c2c(=O)n(Cc3ccc(Cl)cc3)cnc21
    18µM* | ? | -1%
CCc1ccc(OCCCn2c(CCCNC(=O)C3CCCCC3)nc3ccccc32)cc1
    4.5µM* | 8.9µM* | .
O=C(Cn1ncc2c3ccccc3n(Cc3ccccc3)c2c1=O)NCc1cccs1
    -29% | -21% | -1%
Cc1c(NC(=O)CSc2nc(-c3ccco3)cc(C(F)(F)F)n2)c(=O)n(-c2ccccc2)n1C
    -6% | ? | 2%
CC(=O)N1CCN(CC(O)COc2ccc(OCc3ccccc3)cc2)CC1 (centres undefined)
    -4% | -7% | -22%
FC(F)(F)C1=CC(c2ccc(Cl)cc2)=NCCN1
    -21% | -4% | -16%
COC(=O)c1ccc(CSc2nnc(-c3ccncc3)o2)o1
    1% | 4% | 2%
CCN1CCN(C(=O)CN2C(=O)COc3ccc(S(=O)(=O)N4CCOCC4)cc32)CC1
    35%[activator] | -8% | -1%
COCC(C)n1c(SCc2cc(C(=O)OC)c(C)o2)nc2ccccc2c1=O (centres undefined)
    5.8µM* | 4.1µM* | -25%
[O-][N+](=Cc1c(Cl)cccc1Cl)CC1(O)CCCCC1
    -30% | -24% | .
Cc1ccc2nc(C3CCN(CC(=O)Nc4ccc5c(c4)OCCO5)CC3)[nH]c2c1
    -20% | -5% | -12%
CCCS(=O)(=O)N1CCC(C(=O)NCCCOCC)CC1
    3% | 6% | -14%
Cc1c(N2CCCC2)cc2c(c1NC(=O)c1ccccc1Cl)C(C)(C)CC2(C)C
    15µM* | ? | -20%
C/C(=N\NC(=O)c1cccs1)c1ccc2c(c1)OCO2
    ? | -18% | -10%
COc1ccc(-c2csc3ncnc(Oc4cccc5ccc(C)nc45)c23)cc1
    ? | 16µM* | -23%
O=C(NCc1cccs1)c1ccc2nc([C@@H]3O[C@H](CO)[C@H](O)[C@H](O)[C@H]3O)[nH]c2c1
    -4% | 1% | .
COCCN(Cc1ccco1)C(=O)c1cc2c(Cl)nc3ccc(C)cc3c2s1
    ? | ? | -2%
Cc1nc(SCC(=O)c2c[nH]c3ccccc23)n[nH]1
    -12% | -1% | -1%
CCN(Cc1nc2cc(Cl)ccc2c(=O)[nH]1)C(=O)c1ccc(C)c(NC(=O)c2ccco2)c1
    2% | -1% | -4%
Cc1cc([N+](=O)[O-])nn1CCCC(=O)Nc1ccc(Cl)cc1Cl
    -11% | 20% | -14%
COc1cc(C(=O)N2CCN(Cc3ccc4c(c3)OCO4)CC2)cc(OC)c1OC
    -5% | -1% | 1%
CC(=O)OC1(C(C)=O)CCC2C3CC4OC45CC(O)CCC5(C)C3CCC21C (centres undefined)
    -17% | 1% | .
CC(CC(=O)O)CC(=O)Nc1cc([N+](=O)[O-])ccc1O (centres undefined)
    -9% | 15% | 1%
CN(Cc1ccccc1)C(=O)C1CCCN(Cc2cccc(Cl)c2)C1 (centres undefined)
    23µM*! | ? | 1%
O=C1C=C(O)CC2(CCCCC2)C1
    -22% | -5% | .
COc1ccc(N2CCN(S(=O)(=O)CCNC(=O)COc3ccccc3OC)CC2)cc1
    -7% | ? | -3%
COc1ccc(/C=N/Nc2c(Cl)cc(Cl)cc2Cl)cc1CN1CCOCC1
    15µM* | 16µM* | -6%
COc1ccccc1C(=O)N1CCN=C1c1ccccc1
    -11% | -24% | -22%
O=C(COC(=O)CNC(=O)c1ccccc1Cl)NC1CC1
    -1% | -5% | 1%
CCOC(=O)C1=C(c2ccccc2)N(C)C(=O)NC1c1ccc(O)c(OC)c1 (centres undefined)
    -12% | -34% | -1%
COc1cccc(Nc2nc(CN)cs2)n1
    ? | -21% | .
O=C(O)c1ccc2c(c1)CC(c1ccccc1)OC2=O (centres undefined)
    -9% | 7% | -2%
N#C/C(=N\Nc1ccc(Cl)cc1)C(=N)N1CCCCC1
    -25% | 2% | -1%
CC(C)(C)C1CCc2c(sc(NC(=O)CCC(=O)O)c2C(=O)Nc2ccccc2C(F)(F)F)C1 (centres undefined)
    21µM* | 16µM* | ?
CCc1ccc(Nc2c([N+](=O)[O-])c(=O)oc3ccccc23)cc1
    7.3µM* | ? | 11%
COc1cccc(NC(=O)Cn2c(=O)n(-c3cc(OC)c(OC)c(OC)c3)c(=O)c3ccccc32)c1
    -26% | -6% | -12%
Cc1ccccc1-c1nc(CS(=O)(=O)CC(=O)NCCCN2CC(C)CC(C)C2)c(C)o1 (centres undefined)
    ? | ? | 1%
Cc1c(C(=O)Nc2ccc(F)cc2)oc2ccc(S(=O)(=O)N3CCCCCC3)cc12
    18µM* | 18µM* | -18%
Cc1cc2nnc(SCC(=O)NCc3cccs3)n2c2ccccc12
    4% | 0% | .
CNc1nc2c3ccccc3n(C(C)=O)c2s1
    ? | -14% | -1%
CCc1nnc(NC(=O)CSc2nnc(-c3c[nH]c4ccccc34)n2CC)s1
    -2% | -24% | -7%
Cc1nc(-c2coc3cc(C)c(N=O)c(O)c3/c2=N\N)cs1
    2% | 5% | -8%
CCN(CC)S(=O)(=O)c1ccc(S(=O)(=O)N2CCCC(C(=O)NC3CC3)C2)cc1 (centres undefined)
    5.8µM* | 1.3µM* | -3%
O=C(c1cccc(Br)c1)c1coc2ccc(O)cc12
    ? | ? | 2%
O=C(CSc1cccc2cccnc12)Nc1ccc(S(=O)(=O)N2CCOCC2)cc1
    ? | ? | -6%
CSc1ccccc1NC(=O)CN1c2ccccc2CC1C (centres undefined)
    -17% | ? | 2%
O=C(COC(=O)C1CCCN1C(=O)c1cccs1)c1ccccc1 (centres undefined)
    ? | -5% | 2%
COc1cc(C(=S)N2CCC(C(N)=O)CC2)ccc1O
    ? | ? | -3%
COc1cccc(C(=O)COC(=O)c2cc(-c3cccs3)nc3ccccc23)c1
    16µM* | ? | 1%
Cn1nc(C(F)(F)F)c(C#N)c1N1CCN(c2ccccc2)CC1
    15µM* | ? | 4%
CCOC(=O)C1CCCN(C(=O)c2cnn(-c3nccc(-c4cc(C)sc4C)n3)c2C)C1 (centres undefined)
    ? | 3%[9.04 µM] | .
COc1ccc(-c2cc3ccccc3s2)cc1[C@H]1[C@H]2C=CC[C@@H](C)[C@@H]2C(=O)N1Cc1ccccc1
    18µM* | ? | 4%
COc1ccc(C(=O)CSc2n[nH]c(C)n2)cc1[N+](=O)[O-]
    -15% | 0% | 11%
CC(C)[C@H](NC(=O)N1c2ccccc2NC(=O)[C@@H]1C(C)C)C(=O)N[C@@H](Cc1c[nH]c2ccccc12)C(=O)O
    -3% | -6% | 9%
O=C(CSc1nc2ccccc2c2nc(-c3ccccc3)nn12)Nc1ccc(F)cc1
    15µM* | ? | -2%
CCOC(=O)[C@]12CCC=C1N(CCC1=CCCCC1)C(=O)[C@H](CC(=O)N1CCC(c3ccccc3)CC1)C2
    18µM* | ? | .
COc1ccc(Nc2ncc(C(=O)N3CCN(c4ccc(OC)cc4)CC3)c3ccccc23)cc1
    16µM* | 23µM* | -13%

New compounds follow
The line under a structure holds: DT40 TDP1 no CPT | TDP1 cell CPT | GCN5L2 inh
CCOC(=O)C1=C(C)NC(C)=C(C(=O)OCC)C1c1ccc(O)cc1
    ? | ? | -4%
O=C1CCN(Cc2ccccc2)C=C1c1cccc(O)c1
    ? | ? | -3%
O=C(c1ccc(Cl)cc1)C(CN1CCCC1)c1ccccc1 (centres undefined)
    4.1µM* | 4.1µM* | -3%
Cc1ccn2c(NC(=O)c3ccccc3)c(-c3ccccc3)nc2c1
    4% | 20% | -6%
COc1ccc(C(=O)Nc2cc(C)on2)cc1[N+](=O)[O-]
    -4% | 11% | -3%
COc1ccc(-c2nc(SCC(=O)Nc3cccc(S(N)(=O)=O)c3)n[nH]2)cc1
    -12% | ? | -6%
O=C(NCc1ccc2c(c1)OCO2)c1cnc2ccccn2c1=O
    -1% | -1% | -3%
Cc1ccc(NC2c3ccccc3C(=O)N2c2cccnc2)cc1 (centres undefined)
    4% | 7% | 2%
O=C(COC(=O)/C=C/c1ccc(Cl)cc1Cl)Nc1cccc(S(=O)(=O)NC2=NCCC2)c1
    0% | -28% | .
O=C(CCn1c(=O)oc2ccc(Cl)cc21)N1CCN(c2ccccc2)CC1
    -16% | -27% | 3%
CC1CCc2c(sc(NC(=O)CSc3nc4c(c(C(F)(F)F)n3)CCc3ccccc3-4)c2C(N)=O)C1 (centres undefined)
    -22% | 3% | 28%
COc1ccc(CNC(=O)c2cnc(C)cn2)c(OC)c1
    -4% | -9% | 1%
C=CCOc1ccc(CNc2nccs2)cc1OCC
    ? | ? | -1%
CC1(C)CC(OC(=O)c2ccccc2)CC(C)(C)N1
    2% | -18% | -4%[0.501 µM]
COc1ccc(-c2cc3ccccc3oc2=O)cc1
    -15% | -11% | .
C/C(=N/NC(=O)CNC(=O)COc1ccccc1)c1ccco1
    4% | 15% | -3%
COc1ccc(-c2nc(C)ncc2-c2csc(C)n2)c(O)c1
    -24% | 3% | 2%
O=C(c1ccc2c(c1)OCO2)N1CCN=C1SCc1ccccc1
    -30% | 6% | -3%
O=C(CCN1C(=O)c2ccccc2C1=O)Nc1cccc(F)c1
    17% | -3% | -6%
CCOC(=O)CSC1=C(C#N)C(c2ccccc2OCC)C(C(=O)OCC)C(=O)N1 (centres undefined)
    -15% | -5% | -12%
Cc1cc(=O)oc2cc(OCC(=O)NCC3CCC(C(=O)O)CC3)ccc12 (centres undefined)
    -26% | -8% | 2%
COc1cc2c(cc1OC)C(CNC(=O)C=Cc1cc(OC)c(OC)c(OC)c1)C2 (centres undefined)
    18µM* | ? | .
CCOC(=O)C(C(=O)OCC)c1c([N+](=O)[O-])c(=O)n2c3c(cccc13)CCC2
    21µM* | ? | -17%
Cc1ccc(NC(=O)Cn2nc(C(F)(F)F)c3c2CCCC3)cc1
    -12% | -23% | 17%
CCNC(=O)COC(=O)c1cc(=O)[nH]c2ccccc12
    -2% | -20% | -2%
O=C(c1nc2ccc(Cl)cn2c1CNCC[C@@H]1C[C@@H]2C=C[C@H]1C2)N1CCCCCCC1
    ? | ? | -4%
O=C(Nc1ccccc1F)c1ccc(-c2ccccc2)s1
    -22% | -16% | -1%
CCOC(=O)N1CCC(Nc2cc(C)nc3c(-c4ccccc4OC)c(C)nn23)CC1
    9.2µM* | 5.8µM* | -3%
COc1ccc(C2=NN(C(=O)CSc3ncccn3)C(c3ccc(OC)cc3)C2)cc1 (centres undefined)
    ? | ? | -4%
O=S(=O)(NC1c2cccc3cccc(c23)C1N1CCN(CCO)CC1)c1ccccc1 (centres undefined)
    15µM* | ? | -5%
CCOC(=O)C(C)Sc1nc(-c2cccs2)ccc1C#N (centres undefined)
    ? | ? | -8%
O/N=C/c1ccc2ccccc2n1
    -21% | -2% | -6%
CCCN(C(=O)c1cc(Cl)nc2ccccc12)c1c(N)n(Cc2ccccc2)c(=O)[nH]c1=O
    18% | -1% | 1%

Source: PubChem BioAssay (National Center for Advancing Translational Sciences (NCATS))
